From PubChem
SRC3 TRFRET art: TR-FRET detection interference compounds, artefact control for PPARgamma SRC-3 recruitment agonists, biochemical, TR-FRET ratio; AID 1048, 2008; TR-FRET ratio at 8 µM; TR-FRET artefact counter-screen, PPARgamma/SRC-3 format; hits give high values; hit rate 0.39% among 99,000; in the data active means TR-FRET ratio above about 2000; further: inactives centre near 1600
SRC1 TRFRET art: TR-FRET detection interference compounds, primary screen, artefact control for PPARgamma SRC-1 recruitment agonists, biochemical, TR-FRET emission ratio; TR-FRET ratio at 8 µM; AID 1051, 2008; TR-FRET detection artefact counter-screen; hits give high values; hit rate 0.34% among 99,000; in the data active means TR-FRET ratio above about 2300; further: inactives centre near 1800
Starred values were filed as active, the others as inactive. A portion of the library; count on the stated rates, not on these rows.

SMILES	SRC3 TRFRET art	SRC1 TRFRET art
COc1ccc(CCNC(=O)Cc2c(Cl)cccc2Cl)cc1	1610	1633
COc1ccc(NC(=O)Cn2nnc(-c3ccccc3NC(=O)C3CC3)n2)cc1	1746	1698
O=C(c1cnn(-c2ccccc2)c1)c1ccccc1O	1570	1784
CCC/C(C)=N/NC(=O)c1ccccc1O	1608	1506
O=C(CSc1nncs1)Nc1ccc2c(c1)OCO2	1590	1749
Cc1cccc(-n2c(Cc3cc(=O)[nH]c(=O)[nH]3)nnc2SCC(=O)Nc2cccc(C(F)(F)F)c2)c1	1620	1919
S=C(Nc1cccc(Cl)c1)NC1CC2CCCC(C1)N2C1CCCC1 (centres undefined)	1607	1834
CC/C(=N\NC(=O)CSc1ncccn1)c1ccc2c(c1)OCCO2	1541	1842
CN(c1ccc(OCC(=O)N2CCOCC2)cc1)S(=O)(=O)c1ccc(Cl)cc1	1645	1686
COc1cc(CCNc2ccc3nnc(-c4ccccc4)n3n2)cc(OC)c1OC	1754	1547
CCOC(=O)C1(CCOc2ccccc2)CCN(C(=O)c2cncs2)CC1	1515	1593
Cc1ccnc(N=Cc2c(O)ccc3oc4c(c23)CCCC4)c1	1567	1923
CCOC(=O)c1ccc(-c2ccc(/C=N/NC(=O)CN(c3ccccc3Br)S(C)(=O)=O)o2)cc1	1629	1813
COc1ccccc1NC(=O)COc1ccc(/C=N/NC(=O)CSCc2cc(C)cc(C)c2)cc1	1512	1808
CCCC(C)NC(=O)CSc1nnc2ccccn12 (centres undefined)	1678	1617
CC(C)N(C(=O)CSc1nnnn1-c1ccc2c(c1)OCO2)C(C)C	1764	1812
O=C(Cc1cccs1)Nc1cccc([N+](=O)[O-])c1	1570	1942
COc1ccc(CNC(=O)CNC(=O)c2c(C)nn(C)c2Cl)cc1	1662	1817
O=C(C[n+]1cc(-c2ccc(Cl)c(Cl)c2)n2c1CCC2)OCc1ccccc1	1524	1779
O=C(C1=C[C@H](c2ccc(C(F)(F)F)cc2)C[C@H](OCc2ccc(CO)cc2)O1)N1CCN(Cc2ccccc2)CC1	1510	1796
CCN1CCN(CCCCSc2ccccc2)CC1	1596	1632
COC(=O)C1C(=O)OC(C)(C)C1C(C)C(=O)c1ccc(C)cc1C (centres undefined)	1578	1622
Fc1ccc(C2CCCN2Cc2nc(Cc3ccccc3F)no2)cc1 (centres undefined)	1630	1669
COc1ccc2[nH]c3c(Cl)ncnc3c2c1	1712	1758
CCN(CC)C(=O)CN(c1cc(Cl)ccc1OC)S(=O)(=O)c1ccc(C)c([N+](=O)[O-])c1	1454	1837
O=C1CC(c2ccccc2)CC(O)=C1C=Nc1ccc(Cl)cc1 (centres undefined)	1669	1800
CCOC(=O)c1csc(NC(C)=O)n1	1603	1903
Cn1c(=O)c2c(ncn2CC(=O)OCC(=O)Nc2ccccc2Cl)n(C)c1=O	1576	1896
CCC1CCC(NC(=O)Nc2cccc(OC)c2)CC1 (centres undefined)	1451	1807
S=C(Nc1ccccc1)Nc1ccc(Cl)cn1	1497	2055
Cc1ccsc1/C=C1\Oc2cc(OCC(=O)c3ccccc3)ccc2C1=O	1472	1662
CCCCNC(=S)Nc1ccc([N+](=O)[O-])cc1	1542	1509
CCc1nnc(NC(=O)CSc2nnc(CNC(=O)c3cc(OC)c(OC)c(OC)c3)o2)s1	1695	1889
Cn1cc(CN2CCCC(CO)(Cc3ccccc3)C2)c2ccccc21 (centres undefined)	1441	1629
Cc1cccn2c(CNC3CCCc4ccccc43)c(C(=O)N3CCCCC3)nc12 (centres undefined)	1531	1625
Cc1cc(C)c(-c2c(O)c3c(n(C)c2=O)CC(C)(C)CC3=O)c(C)c1	1751	1812
CCC(C)c1ccc(NC(=S)NCCn2cc(Br)cn2)cc1 (centres undefined)	1533	1832
COc1ccccc1CNC(=O)C(=O)NCC1OCCN1S(=O)(=O)c1ccc2c(c1)OCCO2 (centres undefined)	1778	1740
COCCN(C(=O)CSc1nnc(-c2cccc(C)c2)n1C)c1c(N)n(Cc2ccccc2)c(=O)[nH]c1=O	1608	2069
CC(C)CNC(=O)CC(=O)N/N=C/c1cccs1	1457	1721
CC[C@H](C)C(C(=O)N1CCN(C(=O)OC(C)(C)C)CC1)n1cc(C(CO)NC(=O)OC(C)(C)C)nn1 (some centres undefined)	1414	1572
O=C(CCC(=O)N1CCOCC1)c1ccc(F)cc1	1625	2007
COc1ccc(CNC(=O)CN(c2ccccc2)S(=O)(=O)N(C)C)cc1	1466	1585
O=C1N(c2ccc(Cl)cc2)C(c2ccc(Cl)cc2)N2CCCN12 (centres undefined)	1524	1807
CC(C)Cc1nnc(NC(=O)CN2C(=O)c3ccccc3C2=O)s1	1638	1564
Cc1ccc(C(=O)N(Cc2nc3ccccc3c(=O)[nH]2)C2CCCC2)cc1	1409	1737
CCc1ccc(C(=O)NN(C(=O)c2ccc(CC)cc2)C(C)(C)C)cc1	1577	1926
O=C(Nn1c(SCc2cccc([N+](=O)[O-])c2)nc2ccccc2c1=O)c1ccccc1	1650	1751
Cc1scc(C(=O)NNC(=S)NCc2ccccc2)c1C	1633	2001
Cc1ccc(OCC(=O)NNC(=O)C(=O)NC(C)(C)C)cc1	1508	2454*
O=C(Nc1ccc2c(c1)OCO2)C1CCN(C(=O)c2ccc([N+](=O)[O-])cc2)CC1	1702	1818
COc1ccccc1-c1noc(CSc2nc(N)cc(=O)[nH]2)n1	1700	1728
Cc1ccc(C(C)(C)C)c(OCCN2CCCC2)c1	1787	1819
Fc1ccccc1CSc1ccc(-c2ccco2)nn1	1486	1873
CC(=O)C1=C(O)C(=O)N(c2cccc(C(=O)O)c2)C1c1ccc(F)cc1 (centres undefined)	1749	1898
COc1ccc([N+](=O)[O-])cc1NC(=O)C(C)Sc1ccc(C)cc1 (centres undefined)	1476	1715
CCN1CCN(CCOc2ccccc2OCc2ccccc2)CC1	1564	1908
Cc1ccc(S(=O)(=O)NCc2ccc(C(=O)NCc3cccnc3)cc2)cc1	1602	1781
O=C(Cc1ccc(S(=O)(=O)N2CCCC2)s1)N1CCN(c2ccccc2)CC1	1676	2242
O=C(OCc1ccc([N+](=O)[O-])cc1)c1ccccn1	1713	1591

Reformatted: results already given
Every second line gives: SRC3 TRFRET art | SRC1 TRFRET art
- CC(C)Cc1nnc(NC(=O)CN2C(=O)c3ccccc3C2=O)s1
  1638 | 1564
- Cc1ccc(C(=O)N(Cc2nc3ccccc3c(=O)[nH]2)C2CCCC2)cc1
  1409 | 1737
- CCc1ccc(C(=O)NN(C(=O)c2ccc(CC)cc2)C(C)(C)C)cc1
  1577 | 1926
- O=C(Nn1c(SCc2cccc([N+](=O)[O-])c2)nc2ccccc2c1=O)c1ccccc1
  1650 | 1751
- Cc1scc(C(=O)NNC(=S)NCc2ccccc2)c1C
  1633 | 2001
- Cc1ccc(OCC(=O)NNC(=O)C(=O)NC(C)(C)C)cc1
  1508 | 2454*
- O=C(Nc1ccc2c(c1)OCO2)C1CCN(C(=O)c2ccc([N+](=O)[O-])cc2)CC1
  1702 | 1818
- COc1ccccc1-c1noc(CSc2nc(N)cc(=O)[nH]2)n1
  1700 | 1728
- Cc1ccc(C(C)(C)C)c(OCCN2CCCC2)c1
  1787 | 1819
- Fc1ccccc1CSc1ccc(-c2ccco2)nn1
  1486 | 1873
- CC(=O)C1=C(O)C(=O)N(c2cccc(C(=O)O)c2)C1c1ccc(F)cc1 (centres undefined)
  1749 | 1898
- COc1ccc([N+](=O)[O-])cc1NC(=O)C(C)Sc1ccc(C)cc1 (centres undefined)
  1476 | 1715
- CCN1CCN(CCOc2ccccc2OCc2ccccc2)CC1
  1564 | 1908
- Cc1ccc(S(=O)(=O)NCc2ccc(C(=O)NCc3cccnc3)cc2)cc1
  1602 | 1781
- O=C(Cc1ccc(S(=O)(=O)N2CCCC2)s1)N1CCN(c2ccccc2)CC1
  1676 | 2242
- O=C(OCc1ccc([N+](=O)[O-])cc1)c1ccccn1
  1713 | 1591

(list continues)
SMILES	SRC3 TRFRET art	SRC1 TRFRET art
CC(C)(C)c1ccc(/C=N/NC(=O)c2ccccn2)cc1	1479	1667
COc1ccc(OCC(=O)NNC(=O)c2cccc(S(=O)(=O)N(C)C)c2)cc1	1613	1632
Cc1nn(CCCC(=O)Nc2nccs2)c(C)c1[N+](=O)[O-]	1632	2122
Cc1ccccc1CSCc1nc2ccccc2[nH]1	1689	1974
Fc1ccc(/C=C\c2nccc3c2[nH]c2ccccc23)cc1	1682	1888
Cc1cccc2nc(-c3ccco3)c(Nc3ccc4c(c3)OCO4)n12	1628	1752
CCCCCC(=O)N/N=C/c1cc(Br)c(O)c(OC)c1	1882	1988
CCOC(=O)Cc1csc(NC(=O)COc2cc(C)cc(C)c2)n1	1456	1610
O=C(COC(=O)c1ccc([N+](=O)[O-])o1)c1ccccc1	1461	1820
C/C=C/C(=O)OCC(=O)Nc1ccc(C)c(S(=O)(=O)N(C)C)c1	1623	1845
COc1ccc(NC(=S)NCc2cccs2)c(OC)c1	1655	1949
COC(=O)c1ccccc1NC(=O)N1CCN(c2ccccc2F)CC1	1498	1352
CN(C)c1ccc(/C=N/NC(=O)c2ccccc2O)o1	1604	1505
COc1ccc(C(=O)OCC(=O)NCC2CCCO2)cc1 (centres undefined)	1441	1460
Cc1ccc(Cn2c(SC3CCOC3=O)nc3ccccc3c2=O)cc1 (centres undefined)	1490	1728
CCCc1[nH]nc2c1C(c1ccc(OCCN3CCOCC3)c(OC)c1)C(C#N)=C(N)O2 (centres undefined)	1561	1811
Nc1nc(SCC(=O)NCC2CCCO2)[nH]c(=O)c1NC(=O)c1ccco1 (centres undefined)	1504	2002
CCNC(=S)Nc1cc(C)ccn1	1504	1916
O=[N+]([O-])c1ccc(Nc2ccccn2)c([N+](=O)[O-])c1	1856	1892
CC(C)(C)/C(O)=C/c1nc2ccccc2[nH]c1=O	1555	1705
N#Cc1cnc(N)c(Br)c1	1309	1748
O=C(COC(=O)c1ccc(Br)cc1)Nc1ccccc1Br	1624	1849
NC(=O)NC(=O)COC(=O)c1ccc(Cl)c(S(=O)(=O)N(Cc2ccccc2)c2ccc(Cl)cc2)c1	1664	1680
CC(=O)Nc1ccc(NC(=O)c2cccc(-c3cc4ccccc4oc3=O)c2)cc1	1513	1630
O=C(OCC(=O)N(C1CCCCC1)C1CCCCC1)c1ccncc1	1598	1818
O=C1[C@@H]2[C@@H]3C[C@@H]([C@H]4ON=C(c5ccc(OCc6ccccc6)cc5)[C@@H]34)[C@@H]2C(=O)N1c1ccc2c(c1)OCO2	1580	1778
COc1cc(CNC(C)(C)CO)ccc1OCC(=O)NC(C)(C)C	1709	1842
O=C(O)C1CCCN(S(=O)(=O)c2cccc3cccnc23)C1 (centres undefined)	1441	1760
O=C(Cn1cccn1)c1ccccc1	1641	1822
CCN(/N=C/c1ccc(Cl)cc1)c1cc(=O)n(C)c(=O)[nH]1	1469	1480
CC(=O)N=Cc1c(C)c(C#N)c(=O)n(C)c1O	1651	1879
COc1cc(/C=N\NC(=O)c2ccc(Cn3cc(Br)c([N+](=O)[O-])n3)o2)cc(OC)c1O	1698	1913
Cc1cccn2c(=O)c(C=O)c(N3CCN(c4ccccc4)CC3)nc12	1477	1951
COCCCNC(=O)/C(C#N)=C/c1ccc(OCC(=O)O)c(OC)c1	1792	1775
O=C(O)CNC(=S)N(Cc1ccccc1F)C1CCCCC1	1629	1716
Cc1ccc(NC(=O)COC(=O)c2cc(-c3cccs3)nn2-c2ccccc2)cc1[N+](=O)[O-]	1405	1717
CCC(C)(C(=O)NC1CCCCC1)N(C(=O)CC1NC(=O)NC1=O)c1c(C)n(C)n(-c2ccccc2)c1=O (centres undefined)	1578	1582
COc1ccc(Nc2cc(C(=O)NCc3ccccn3)c3ccccc3n2)c(OC)c1	1712	1759
Cc1cc(OCCN2CCCC2)cc(C(C)C)c1	1597	1672
Cc1ccc(C(=O)NC(=S)NCc2ccco2)cc1	1549	1475
Cc1ccn2cc(-c3ccc4c(c3)NC(=O)CO4)nc2c1	1401	1529
O=C(Nc1ccccc1)Nc1cc(S(=O)(=O)N2CCOCC2)ccc1N1CCCC1	1546	1845
CC(C)CNC(=S)Nc1ccc(F)cc1	1411	1739
COc1ccc(/C=C/CN2CCN(Cc3ccc(F)cc3)C(CCO)C2)cc1 (centres undefined)	1740	1698
O=C1CC(N2CCc3ccccc32)C(=O)N1c1ccc(F)cc1 (centres undefined)	1496	1856
CCOC(=O)CC(NC(=O)c1cccc2c1C(=O)N(Cc1cccnc1)C2)c1ccc(OCC)c(OC)c1 (centres undefined)	1503	1918
C=CCn1c(-c2sc(-c3ccccc3)nc2C)n[nH]c1=S	1678	1837
Cc1cc(C)c(N(C(=O)CN2C(=O)c3ccccc3S2(=O)=O)C(C(=O)NCC2CCCO2)c2ccc(F)cc2)c(C)c1 (centres undefined)	1608	1696
COCCNC(=O)/C(C#N)=C/c1ccc(-c2ccc(S(=O)(=O)N3CCOCC3)cc2)o1	1893	2149
CC(SCc1ccccc1)C(=O)N/N=C/c1ccc(OCC(=O)NCc2ccco2)cc1 (centres undefined)	1518	2029
O=C(NCC1CCN(Cc2ccccc2Cl)CC1)Nc1cccc(Cl)c1	1630	1428
CCCC1=C(C(=O)OCC)C(c2ccc(OC)c(CSc3ccccn3)c2)C(C#N)=C(N)O1 (centres undefined)	1452	1637
N#C/C(=C\c1ccc(N2CCCCC2)c([N+](=O)[O-])c1)c1nn(-c2ccccc2)c(N)c1C#N	1426	1640
Cc1onc(-c2ccccc2)c1C(=O)N/N=C/C(Br)=C/c1ccccc1	1491	1843
COc1ccc(-c2nc(NC(=O)c3[nH]c(C)c(C(C)=O)c3C)sc2C)cc1	1869	1848
CCOC(=O)C/C(C)=N/NC(=O)COc1ccccc1C	1769	1865
CC1CCCN(c2nc3c(c(=O)[nH]c(=O)n3C)n2CCSc2ncccn2)C1 (centres undefined)	1595	1755
COc1ccccc1N1C(=O)C2C(c3ccc(F)cc3)NN(C(=O)c3ccc(C)cc3)C2C1=O (centres undefined)	1479	1752
